High-throughput results as filed in PubChem.
TROY NFkB inh = inhibitors of TROY-driven NF-kB signaling, primary screen, Q293 LMP1-TROYcd cells, NF-kB luciferase, uHTS; Q293 LMP1-TROYcd NF-kB luciferase reporter, 4 h; inhibition, % at 10 µM; 360,000 compounds, 0.98% hits; AID 1347056, 2019;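 active = compounds whose plate-normalised and pattern-corrected inhibition of the luciferase reporter signal at the single screening dose is 50% or more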
NOD2 RIPK2 PPI = NOD2-RIPK2 binding disruptors in cells, primary screen, fluorescence, CHO cells, BLA complementation; Receptor-interacting serine/threonine-protein kinase 2 (Homo sapiens), O43353; CCF4 ratio; inhibition, % at 4.98 µM; 360,000 compounds, 0.38% hits; AID 624267, 2012; in the data active = inhibition above about 21%;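 note: 0% = vehicle only and 100% = reference blocker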
SRC3 inh = SRC3 coactivator transcriptional activity inhibitors, primary screen, cell-based, luminescence; inhibition, % at 3.6 µM; 360,000 compounds, 0.17% hits; HEK293 GAL4-SRC3 luciferase reporter;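 active = inhibition above a per-campaign cutoff, the mean of all compounds plus 3 SD, cut at about 60% in these data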;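 note: 0% = DMSO-treated cells and 100% = gossypol-treated cells at 36 µM; higher means less SRC3-driven luciferase light from the GAL4 reporter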
TRAIL sens C8 = viability loss with TRAIL in NB7+C8 cells, primary screen, TRAIL sensitizer project, cell-based, ATPlite luminescence; inhibition (viability loss, TRAIL sensitization), % at 10 µM; AID 624354, 2012; 360,000 compounds, 1% hits;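 active = compounds causing at least 50% loss of cell viability in the single-dose screen, relative to plate controls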
LMP1 NFkB inh = EBV LMP1-driven NF-kappaB luciferase reporter inhibitors, primary screen, cell-based, luminescence, single point; LMP1-induced NF-kappaB luciferase reporter cells; inhibition, % at 12.5 µM; 350,000 compounds, 0.69% hits; in the data active = inhibition above about 41%; inconclusive = no clear call, values can overlap the other calls;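 note: 0% = neutral control wells and 100% = reference inhibitor control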
SRC2 inh = inhibition of GAL4-SRC2 driven luciferase reporter, primary screen, SRC2 inhibitor project, cell-based, luminescence | Nuclear receptor coactivator 2 (Homo sapiens), Q15596 | HEK293 GAL4-SRC2 luciferase reporter | inhibition, % at 9 µM | 370,000 compounds, 0.17% hits;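 active = inhibition above the mean inhibition of all tested compounds plus 3 SD, set per campaign, cut at about 52% in these data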;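 note: 0% = DMSO treated cells and 100% = cells given Gossypol at 36 µM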
TLR9-MyD88 inh = inhibitors of TLR9-MyD88 association in cells, primary screen, cell-based, CHO, BLA complementation, fluorescence; CCF4 FRET ratio; inhibition, % at 4.98 µM; 340,000 compounds, 0.21% hits; AID 504734, 2011;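 active = inhibition above the mean over all tested compounds plus 3 SD, cut at about 21% in these data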;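 note: 0% = DMSO only wells and 100% = clavulanate BLA inhibitor control wells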
Target sequence (Q99836 whole entry, looked up): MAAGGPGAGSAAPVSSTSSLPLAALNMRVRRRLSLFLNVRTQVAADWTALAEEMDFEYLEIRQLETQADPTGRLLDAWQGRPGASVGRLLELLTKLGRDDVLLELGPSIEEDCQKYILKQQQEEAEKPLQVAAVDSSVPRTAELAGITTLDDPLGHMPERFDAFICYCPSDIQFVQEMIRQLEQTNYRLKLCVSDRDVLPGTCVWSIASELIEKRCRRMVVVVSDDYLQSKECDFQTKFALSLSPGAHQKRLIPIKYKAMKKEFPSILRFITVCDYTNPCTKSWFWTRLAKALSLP
Target sequence (Q9NR96 whole entry, looked up): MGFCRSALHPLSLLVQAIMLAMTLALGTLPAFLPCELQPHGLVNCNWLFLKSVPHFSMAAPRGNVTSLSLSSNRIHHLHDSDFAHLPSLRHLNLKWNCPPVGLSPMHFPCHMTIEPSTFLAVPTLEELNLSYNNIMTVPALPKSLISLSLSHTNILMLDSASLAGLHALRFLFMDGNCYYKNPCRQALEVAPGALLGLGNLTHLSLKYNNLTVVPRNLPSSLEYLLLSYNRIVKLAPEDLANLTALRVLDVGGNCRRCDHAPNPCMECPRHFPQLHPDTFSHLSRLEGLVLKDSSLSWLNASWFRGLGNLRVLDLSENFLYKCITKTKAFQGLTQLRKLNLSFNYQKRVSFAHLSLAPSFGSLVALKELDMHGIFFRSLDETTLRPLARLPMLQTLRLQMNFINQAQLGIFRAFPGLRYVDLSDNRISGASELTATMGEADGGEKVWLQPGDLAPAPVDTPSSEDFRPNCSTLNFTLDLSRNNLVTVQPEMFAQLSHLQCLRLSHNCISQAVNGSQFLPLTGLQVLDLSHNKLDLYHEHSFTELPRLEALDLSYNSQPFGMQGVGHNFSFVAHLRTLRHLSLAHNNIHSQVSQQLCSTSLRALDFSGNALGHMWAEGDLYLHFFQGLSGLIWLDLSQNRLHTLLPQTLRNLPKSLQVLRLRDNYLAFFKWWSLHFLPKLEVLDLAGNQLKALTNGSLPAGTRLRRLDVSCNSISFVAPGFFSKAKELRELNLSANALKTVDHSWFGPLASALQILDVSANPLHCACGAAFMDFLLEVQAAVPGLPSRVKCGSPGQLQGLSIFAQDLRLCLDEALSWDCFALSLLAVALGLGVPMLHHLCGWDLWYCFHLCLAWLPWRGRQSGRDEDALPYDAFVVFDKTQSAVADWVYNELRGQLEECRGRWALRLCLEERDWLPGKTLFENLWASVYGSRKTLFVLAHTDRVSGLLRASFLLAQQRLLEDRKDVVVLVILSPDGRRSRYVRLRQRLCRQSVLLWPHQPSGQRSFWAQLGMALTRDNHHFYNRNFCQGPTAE
COUP-TFII inh = NR2F2 transcriptional activity inhibitors, primary screen, cell-based, luciferase reporter, HEK293T, luminescence. AID 686940, 2013. HEK293T NGFI-A luciferase reporter. 370,000 compounds, 0.7% hits. inhibition, % at 8.6 µM. COUP transcription factor 2 (Homo sapiens), P24468;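 active = inhibition above a per-plate cutoff, mean inhibition of test wells between control levels plus 3 SD, cut at about 38% in these data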;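 note: cells cotransfected with COUP-TFII expression vector driving the NGFI-A reporter; 0% = median of COUP-TF2 test wells and 100% = reporter-only cells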
NR5A2 inv ag = LRH-1 (NR5A2) inverse agonists, primary screen, cell-based, luminescence, HEK293T, StAR-luciferase reporter. inhibition, % at 3.6 µM. Nuclear receptor subfamily 5 group A member 2 (Homo sapiens), O00482. 360,000 compounds, 0.13% hits. LRH-1 transfected, 24 h. AID 602396, 2012;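 active = inhibition above the mean inhibition of all tested compounds plus 3 SD, cut at about 73% in these data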;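 note: 0% = DMSO wells and 100% = reporter-only cells lacking LRH-1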
NCOA1 inh = SRC1 coactivator transcriptional activity inhibitors, primary screen, cell-based, luminescence; Nuclear receptor coactivator 1 (Homo sapiens), Q15788; HEK293 GAL4-SRC1 luciferase reporter; inhibition, % at 3.6 µM; 360,000 compounds, 0.12% hits;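 active = inhibition above the campaign mean plus 3 SD, with each screening campaign given its own cutoff, cut at about 60% in these data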;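 note: 0% = DMSO treated cells and 100% = gossypol at 36 µM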
Vif inh = HIV Vif self-association inhibitors, primary screen, imaging, HEK293T, single point | HEK293T cells, Vif self-association by quenched fluorescence, 24 h | 340,000 compounds, 0.35% hits | inhibition, % at 7.49 µM; in the data active = inhibition above about 50%, passing the limit was not always enough; inconclusive = no clear call, values can overlap the other calls; inactive = below about 31%; note: some results filed as inactive read as strong as hits
Active calls of the source: *; ? = inconclusive; nt = not tested or not shown.

Every second line gives: TROY NFkB inh	NOD2 RIPK2 PPI	SRC3 inh	TRAIL sens C8	LMP1 NFkB inh	SRC2 inh	TLR9-MyD88 inh	COUP-TFII inh	NR5A2 inv ag	NCOA1 inh	Vif inh
COc1ccc(S(=O)(=O)NC(CC(C)C)C(=O)NC(C)c2cccs2)cc1 (stereo not drawn)
 : -4	-4	6	5	-1	-4	0	0	-10	11	7
Cc1cc2ccccn2c1C(=O)c1cccc(F)c1
 : -12	-2	-9	-3	-6	-20	-1	11	22	-21	3
O=C(Nc1ccccc1F)c1ccc2snnc2c1
 : -38	-4	-46	-7	-9	-22	-1	-37	-72	-74	-3
CC1(c2nnnn2Cc2ccccc2)CCC(=O)N1CCc1c[nH]c2ccccc12 (stereo not drawn)
 : 7	5	nt	-12	nt	2	nt	-8	9	nt	nt
CCOc1ccc(C(C(=O)NC2CCCC2)N(C(=O)c2snc(C(N)=O)c2N)c2cccc(O)c2)cc1 (stereo not drawn)
 : 13	1	12	-5	0	-42	-8	8	10	16	19
Cc1ccccc1NC(=O)CCN1CCN(Cc2ccccc2)CC1
 : 13	-3	-31	-14	0	8	-9	6	-4	3	-10
Nc1nc(-c2ccccc2)c(CCCOc2ccc(NC(=O)CBr)cc2)c(=O)[nH]1
 : -2	-10	-3	-10	-7	15	2	-5	51	-4	3
O=S1(=O)c2c(Oc3cccc4ccccc34)cccc2OC(COCc2ccccc2)CN1C1CCCC1 (stereo not drawn)
 : -3	12	-12	2	-2	1	-2	-8	-15	-20	-3
O=C(N/N=C/c1ccc2c(c1)OCO2)c1cc(-c2ccncc2)nc2ccccc12
 : 9	3	10	24	5	-22	8	-9	28	-17	1
CN(CC(=O)Nc1cc(Cl)ccc1-n1cncn1)Cc1ccccc1N1CCOCC1
 : 3	-10	-9	10	4	-22	-2	-1	3	2	-2
COc1ccc(C(=O)Nc2ccc(C)cc2C(=O)c2ccccc2)c(OC)c1
 : -16	-8	14	-2	-5	-19	0	-10	15	6	3
CC(=O)c1ccc(NC(=O)CN2C(=O)/C(=C/C(C)=C/c3ccccc3)SC2=S)cc1
 : -12	-7	13	9	-7	-9	-4	-1	19	-4	1
Cc1c(N2C(=O)c3cccc4cccc(c34)C2=O)c(=O)n(-c2ccccc2)n1C
 : 13	-5	-29	-6	-1	6	2	-5	-6	-5	2
Cc1ccccc1NC(=O)C1Cc2ccccc2CN1C(=O)OCc1ccccc1 (stereo not drawn)
 : 2	-7	15	8	4	24	-1	6	5	-1	-5
CCOC(=O)c1sc(NNC(=O)c2ccc(C)cc2)nc1C
 : -8	-3	7	-15	0	-3	0	8	1	4	?
CCCn1c(C2CCCN2c2nc(-c3ccc(C)cc3)cs2)nc2cc(Cl)c(N3CCCCC3)cc21 (stereo not drawn)
 : 5	9	-1	-3	-5	-2	-12	7	-11	-18	1
CCOC(=O)N1CCC(NC(=O)c2ccc(CO)c(C(=O)NC3CCN(C(=O)OCC)CC3)c2)CC1
 : -11	-3	0	-2	5	-26	6	8	16	6	-3
COc1cccc(Nc2ncnc3c2cnn3-c2cccc(C)c2)c1
 : -13	-10	-32	10	-21	-23	6	-10	-15	-58	-12
O=S(=O)(c1cccc2nonc12)N1CCN(c2ccc(F)cc2)CC1
 : 20	-2	10	-1	-4	-19	6	12	-2	0	-2
COc1ccc(Cn2c(-c3ccccc3)nc3c(c(=O)c4ccccc4n3C)c2=O)cc1
 : -16	-9	7	-3	13	12	3	6	7	5	2
CC(C)(C)c1nc(SCC(=O)NC2CCCC2)c2ccccc2n1
 : 11	0	-2	-6	3	3	-3	1	-13	4	-4
CC1CC(C)CN(S(=O)(=O)c2ccc(Cl)cc2)C1 (stereo not drawn)
 : -14	-4	-9	14	-186	-5	-2	-4	-14	16	-1
Cc1ccc(C)c(Nc2ccc(C(=O)NCCc3ccccc3)cn2)c1
 : -34	-12	4	6	-5	-4	5	-8	-2	-11	0
COc1ccc(OC)c(-c2csc(CCn3nc(C)cc3C)n2)c1
 : 15	9	0	-7	7	10	-3	23	0	-3	21
CCCN(CC(=O)Nc1ccccc1C)C(=O)C1CCCN(C(=O)c2ccc(Cl)cc2)C1 (stereo not drawn)
 : 7	-7	8	-7	8	-24	0	8	-6	-9	10
Cc1ccc(Cc2c(-c3ccc(C#N)cc3)nc3ccc(Cl)cn23)cc1
 : -30	0	-4	8	nt	-47	nt	-11	-9	12	nt
COCCn1c(SCC(=O)Nc2nc3ccccc3s2)nnc1-c1ccoc1C
 : -3	-4	12	8	-2	-16	1	16	10	-17	-4
COC(=O)c1[nH]c2ccc(C)cc2c1NC(=O)c1ccccc1[N+](=O)[O-]
 : -6	7	1	18	-6	8	5	12	-6	11	3
CC(=O)c1c(C)nc(-c2ccccc2)nc1NC(=O)Cc1ccccc1
 : 0	-1	-8	4	-3	21	-1	-11	-18	11	1
Fc1cccc(NC(=S)NCc2ccccn2)c1
 : -48	-2	-60	-5	-15	-36	7	-11	-97	-56	-5

Remaining list, next part.
Every second line gives: TROY NFkB inh	NOD2 RIPK2 PPI	SRC3 inh	TRAIL sens C8	LMP1 NFkB inh	SRC2 inh	TLR9-MyD88 inh	COUP-TFII inh	NR5A2 inv ag	NCOA1 inh	Vif inh
O=C1NCCOC(=O)[C@@H](Cc2ccc(F)cc2)CC/C=C/C[C@@H]1CC(=O)N(CCO)Cc1ccccc1
 : 4	-11	10	-27	3	-20	-6	-1	-1	-4	-7
COc1ccc(C(=O)OCC(=O)NCC2CCCCC2)c(OC)c1
 : -30	6	1	7	-2	1	-2	5	-2	1	-13
Cc1ccc(NC(=O)C(C)SCc2nc3sc4c(c3c(=O)[nH]2)CCCC4)nc1 (stereo not drawn)
 : -1	5	-2	-21	-6	-10	-5	2	-12	3	-10
CCN(CC)c1ccc(/C=N/N2CCN(c3ccccc3OC)CC2)cc1
 : 16	1	-7	-4	2	-29	4	-13	-3	-10	-2
CCOC(=O)c1sc(=NC(=O)COc2ccccc2)n(C)c1C
 : -46	6	-1	-5	-7	-22	7	-6	-27	-8	-6
C=CCNC(=O)/C(=C\c1cccc([N+](=O)[O-])c1)NC(=O)c1ccccc1
 : 2	-19	9	1	-1	-4	-7	7	4	-4	-10
COc1ccc(Nc2ncnc3c2cnn3Cc2ccccc2)cc1
 : 12	-9	-3	-1	-9	-8	3	-1	31	-11	-3
CCCCNC(=O)COC(=O)c1ccc(NC(C)=O)cc1
 : -7	-2	10	-8	-2	-17	7	16	-1	-22	-5
O=C(NCCN1CCCC1)c1ccc2c(c1)N(Cc1ccccc1)C(=O)c1ccccc1S2(=O)=O
 : -19	-3	-7	11	-3	18	-14	-2	-15	-7	3
COc1cccc(C(=O)OCC(=O)N2CCc3ccccc32)c1OC
 : -52	-2	-7	27	-33	-39	-4	-27	-20	-53	-3
C=CCn1c(SCc2cc(C(C)=O)ccc2OCC)nc2ccccc2c1=O
 : 17	8	19	-28	18	-14	-5	-5	39	13	20
CCN(C(=O)COC(=O)c1ccccc1SCC(=O)NC1CCCCCCC1)C1CCS(=O)(=O)C1 (stereo not drawn)
 : -20	-1	3	-4	-2	-1	-2	6	6	-14	-8
Cc1cnc(NC(=O)Cc2c[nH]c3ccccc23)s1
 : -57	-5	-25	16	-15	-5	-3	-5	-24	-24	nt
O=c1c(NCCc2ccc(Cl)cc2)c(-c2ccccc2)c1=O
 : 13	-22	-11	8	8	-24	0	-8	2	6	-5
CCCC(=O)Oc1c(S(=O)(=O)c2ccc(C)cc2)c(C)nn1C(C)(C)C
 : 13	-1	20	10	7	-32	10	18	12	7	3
CCOC(=O)C1CCCN(S(=O)(=O)c2c(C)[nH]c(C)c2C(=O)N2CCCC2)C1 (stereo not drawn)
 : 14	-13	-2	11	1	5	9	-5	17	12	-1
COc1ccc(CNC(=O)C2CCCN(S(=O)(=O)c3c(C)n[nH]c3C)C2)cc1 (stereo not drawn)
 : 1	-4	-2	-11	-5	17	9	1	26	7	?
CCCOc1ccccc1NC(=O)Nc1ccccc1Cl
 : 2	-7	3	-1	12	1	3	16	4	3	-5
COc1ccc(CCNC(=O)CSc2ccccn2)cc1
 : -1	-18	12	-3	6	7	-4	8	-10	-6	-4

One compound at a time, from the list above. Order of values: TROY NFkB inh, NOD2 RIPK2 PPI, SRC3 inh, TRAIL sens C8, LMP1 NFkB inh, SRC2 inh, TLR9-MyD88 inh, COUP-TFII inh, NR5A2 inv ag, NCOA1 inh, Vif inh
`COc1ccc(S(=O)(=O)NC(CC(C)C)C(=O)NC(C)c2cccs2)cc1` (stereo not drawn) is entered as -4, -4, 6, 5, -1, -4, 0, 0, -10, 11, 7
`COc1ccc(C(=O)OCC(=O)NCC2CCCCC2)c(OC)c1` is entered as -30, 6, 1, 7, -2, 1, -2, 5, -2, 1, -13

Quoted at random: 2 entries already listed
Every second line gives: TROY NFkB inh	NOD2 RIPK2 PPI	SRC3 inh	TRAIL sens C8	LMP1 NFkB inh	SRC2 inh	TLR9-MyD88 inh	COUP-TFII inh	NR5A2 inv ag	NCOA1 inh	Vif inh
COc1ccc(C(=O)OCC(=O)NCC2CCCCC2)c(OC)c1
 : -30	6	1	7	-2	1	-2	5	-2	1	-13
CCOC(=O)C1CCCN(S(=O)(=O)c2c(C)[nH]c(C)c2C(=O)N2CCCC2)C1 (stereo not drawn)
 : 14	-13	-2	11	1	5	9	-5	17	12	-1

Arranged by value in Vif inh (descending): some entries from above.
compound	Vif inh
COc1ccc(OC)c(-c2csc(CCn3nc(C)cc3C)n2)c1	21
COC(=O)c1[nH]c2ccc(C)cc2c1NC(=O)c1ccccc1[N+](=O)[O-]	3
CN(CC(=O)Nc1cc(Cl)ccc1-n1cncn1)Cc1ccccc1N1CCOCC1	-2
CC(C)(C)c1nc(SCC(=O)NC2CCCC2)c2ccccc2n1	-4
Cc1ccc(NC(=O)C(C)SCc2nc3sc4c(c3c(=O)[nH]2)CCCC4)nc1 (stereo not drawn)	-10

Not all compounds are listed (hit frequency here may not be typical).
